Screens from PubChem BioAssay.
SKBR3 24h inh: SK-BR-3 proliferation inhibitors | SK-BR-3 viability, CellTiter-Glo ATP luminescence, 24 h; active compounds read low | actives 0.47% (n = 41,000) | viability, % at 10 µM;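 active = viability at or below the median of all test compounds minus 3 SD, in both replicates if run twice, cut at about 45% in these data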;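 also: 100% = median untreated cell wells and 0% = median positive control drug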
Numbers without * were called inactive. This is a subset; the hit share may differ from the screen's.

SMILES	SKBR3 24h inh
O=C1CC(Sc2ncccn2)C(=O)N1c1ccccc1C(F)(F)F (centres undefined)	90
Cc1nc2sc(C(c3ccc(Br)cc3)N3CC(C)OC(C)C3)c(O)n2n1 (centres undefined)	62
COc1ccc(C2C(C#N)=C(/N=C/N3CCN(C)CC3)OC3=C2C(=O)CC(C)(C)C3)cc1 (centres undefined)	80
CCCCS(=O)CC(COc1ccc(Cl)cc1)OC(=O)c1ccccc1 (centres undefined)	96
COc1ccc(C2C(C#N)=C(SC)NC3=C2C(=O)CC(C)(C)C3)cc1 (centres undefined)	107
COc1ccc(Cn2c(C)nc3oc4cc(OC)ccc4c(=O)c3c2=O)cc1	114
Cc1nc(Nc2cccc(C(F)(F)F)c2)nc2c1C(=O)CC(C)C2 (centres undefined)	90
CCc1nnc(NC(=O)c2c(OC)cccc2OC)s1	96
CCOC(=O)c1cccc2c1-c1ccccc1/C2=N/O	92
COCCCNC(=O)Nc1ccc(Br)cc1Cl	104
CC(=O)NC(Cc1c[nH]c2ccccc12)C(=O)NCc1ccc2c(c1)OCO2 (centres undefined)	92
O=C(CSc1nnc(Cn2nnc(-c3ccccc3)n2)n1-c1ccccc1)Nc1ccc(F)cc1	77
O=C(O)C1CCCN1c1ncnc2ccccc12 (centres undefined)	92
CCc1ccc(OCc2nnc(SCCN3CCOCC3)n2C)cc1	88
C=C(C)COc1ccc(-c2ncncc2Oc2ccc(OC)cc2)c(O)c1	92
Cc1cc(=O)oc2cc(OCC(O)CN3CCN(c4ccc(F)cc4)CC3)ccc12 (centres undefined)	80
CC1(C)SCC(C(=O)O)N1C=O (centres undefined)	87
CC(=O)NCC(=O)NC1(C(=O)NC2CCCC2)CCCCC1	117
O=C(C1CC1)N1CCCN(C(=O)C2CC2)CC1	80
CCOc1ccccc1N(CC(=O)NCc1ccc(OC)cc1)S(C)(=O)=O	95
CCCC(c1nnnn1Cc1ccco1)N1CCC(C(N)=O)CC1 (centres undefined)	104
O=C(Nc1ccc2oc(-c3ccncc3)nc2c1)c1cccs1	111
O=C(CCCN1Cc2ccccc2C1)c1ccc(F)cc1	88
CCc1nc(SCC(=O)NCc2ccco2)c2c3c(sc2n1)CCCC3	59
CCS(=O)(=O)CCn1c([N+](=O)[O-])cnc1C	95
SMILES	SKBR3 24h inh
COc1ccc(Oc2nc(C)nc3c2oc2ccccc23)cc1	90
O=C(COc1ccc(S(=O)(=O)NC2CCCCC2)cc1Cl)NCC1CCCO1 (centres undefined)	116
CCOC(=O)c1sc2ncn(CC(=O)NCC3CCCO3)c(=O)c2c1C (centres undefined)	100
COc1ccc(/C(O)=C2/C(=O)C(=O)N(c3nc(C)c(C)s3)C2c2ccco2)cc1 (centres undefined)	85
O=c1ccnc(S/C=C/c2ccccc2)[nH]1	93
O=C(NC1CC1)c1ccc(S(=O)(=O)NC2CCCCCC2)cc1	89
Cc1nc(N2CCC(C(N)=O)CC2)c2nnn(Cc3ccccc3)c2n1	89
O=C(Nc1ccc(Oc2ccc(NC(=O)C3CCCO3)cc2)cc1)C1CCCO1 (centres undefined)	86
Cc1cccc(OCc2nnc(SCC(=O)OC3CCCCC3)o2)c1	120
O=C(CSc1nc2[nH]ncc2c(=O)n1-c1ccccc1)c1ccc2c(c1)OCCO2	92
CCCOC(=O)c1ccc(Oc2c(-c3ccc(O)cc3O)n[nH]c2C)cc1	92
O=C(NC1CCCCC1)NC1(C(=O)N2CCN3CCCC3C2)CCCCC1 (centres undefined)	84
CC(=O)C(C(C)=O)c1c(Cl)c(O)c(O)c2c(C(=O)c3ccccc3)coc12	117
CN1CCN(S(=O)(=O)c2cccc(S(=O)(=O)c3ccc(Cl)cc3)c2)CC1	87
CC(C)Cc1nc(N2CCN(C(=O)c3ccco3)CC2)c(C#N)c2c1CCC2	78
COCCn1c(=O)[nH]c2cc(C(=O)NC(C)C)ccc2c1=O	98
COc1cccc(/C(O)=C2/C(=O)C(=O)N(CCN(C)C)C2c2ccccn2)c1 (centres undefined)	106
Cn1c(NCCCN2CCOCC2)nc2c1c(=O)n(Cc1ccc(Cl)c(Cl)c1)c(=O)n2C	87
Cc1cc(C)cc(OCC(=O)Nc2ccccc2C(=O)NCc2ccco2)c1	102
COc1ccc(OC)c(C2C3CN(C(C)C)CC=C3C(C#N)=C(N)C2(C#N)C#N)c1 (centres undefined)	108
Cc1ccc(C(=O)NC2CCS(=O)(=O)C2)cc1S(=O)(=O)N1CCOCC1 (centres undefined)	108
Cc1cccn2c(=O)c3cc(C(=O)NCCCN4CCCC4=O)n(C)c3nc12	86
CC(=O)CC(=O)NC(=NC1CCCCC1)Nc1nc(C)cc(C)n1	101
COc1cccc(N2CCN(C(=O)NC3CCCCC3)CC2)c1	92
COc1ccc(NC(C)=O)cc1NC(=O)CSc1nnc(-c2ccccn2)n1C	108
SMILES	SKBR3 24h inh
CC1(C)OC(=O)C(=CNc2ccccc2)C(=O)O1	106
CCn1c(N)c(C(=O)NC)sc1=S	93
Cc1cc(C)c(C#N)c(SCS(=O)c2ccc(C(C)(C)C)cc2)n1 (centres undefined)	106
S=c1[nH]nc(Cc2ccccc2)n1-c1ccccc1	85
CC(C)Cn1c(=O)c2ccccc2c2ccccc2c1=O	104
CCCCCOc1ccc(C(=O)NCC(=O)NCC(=O)OCC)cc1	88
CC1CC(C)CN(c2ncc3c(n2)CC(c2ccccc2)CC3=O)C1 (centres undefined)	108
CCN(CC)CCN1C(=O)C(=O)/C(=C(/O)c2ccc(C)cc2)C1c1ccncc1 (centres undefined)	99
O=C(O)CC(C(=O)OCCOc1ccccc1)N1CCOCC1 (centres undefined)	104
COC(=O)c1ccc2ncccc2c1	54
CCOc1ccccc1C(=O)NCc1ccc2c(c1)OCO2	78
CCn1c(CNC(C)=O)nnc1SCC(=O)c1ccc(Br)cc1	92
Cc1ccc(-c2csc3nnc(SCC(=O)NCc4ccc5c(c4)OCO5)n23)cc1	83
O=C1COc2ccc(C(=O)NCc3ccc4c(c3)OCO4)cc2N1	101
CCOC(=O)CCS(=O)(=O)c1nc(-c2ccccc2)cc(C(F)(F)F)n1	61
COc1ccc(Cn2ccnc2)cc1Br	116
COc1cc(C(=O)NC2CC3CCCC(C2)N3C2CC2)cc(OC)c1OC (centres undefined)	105
Cc1cc(=O)cc(C)n1-c1ccc2c(c1)nc(C)n2-c1ccccc1	70
CCOC(=O)c1cnc2ccc(Cl)cc2c1N1CCN(C)CC1	86
CCCCOc1ccc(C(C)(O)CCN2CCOCC2)cc1 (centres undefined)	97
Cn1c(=O)c2c(nc(-n3ccnc3)n2Cc2ccccc2)n(C)c1=O	86
COc1ccccc1OCCCn1cc(C#N)c2ccccc21	92
Cc1cccc2sc(NC(=O)CCNS(=O)(=O)c3cccs3)nc12	78
O=C(Nc1ccc(N2CCOCC2)c(Cl)c1)c1ncn[nH]1	91
Cc1nc(CCNC(=O)c2cccs2)cs1	67
SMILES	SKBR3 24h inh
C=CCOC(=O)C(C#N)c1nc2ccccc2nc1N1CCN(c2ccccc2OC)CC1 (centres undefined)	102
CC(C)CCNC(=O)C(C)N(C(=O)Cn1nnc(-c2ccc(F)cc2)n1)C1CCCC1 (centres undefined)	86
COC(=O)CN1C(=O)N(c2ccccc2)C(N(O)C(=O)Nc2ccccc2)C1(C)C (centres undefined)	88
COc1ccc(CNC(=O)C2CCN(S(=O)(=O)c3cc(OC)ccc3OC)CC2)cc1	82
CCc1nnc(NC(=O)CSc2nc3c(c(=O)n2-c2ccccc2OC)SCC3)s1	99
COc1ccc(C(O)P(=O)(OC2CCCCC2)c2ccc(N(C)C)cc2)cc1OC (centres undefined)	90
COc1ccc(Br)cc1C(=O)Nc1ccc(N2CCN(S(C)(=O)=O)CC2)cc1	81
C/C(NC(=O)c1cccs1)=C1\C(=O)C[C@@H]2[C@H]1C2(C)C	80
COc1ccccc1-c1nn2c(-c3ccccc3Cl)nnc2s1	100
Cc1oc(C(C)(C)C)c(CN2CCCC2)c1C(=O)O	87
Cc1sc(NC(=O)c2cccs2)c(C(N)=O)c1C	89
CCOc1ccccc1NC(=O)CSc1nnnn1-c1ccc(C(=O)OC)cc1	114
CCOC(=O)c1sc(NC(=O)C2CCCO2)c(C(=O)OC)c1C (centres undefined)	93
Cc1ccc(S(=O)(=O)N2CCC(C(=O)Nc3nnc(COc4ccccc4)s3)CC2)cc1	75
O=C(CC1SC(=Nc2ccccc2)N(CCCCO)C1=O)NCc1ccccc1 (centres undefined)	89
O=C(O)CCSCC(=O)Nc1c(C(=O)C2CC2)oc2ccccc12	100
COc1ccc(OC)c(NC(=O)c2ccc(CN3CCOCC3)cc2)c1	105
c1ccc2c3nnc4n(c-3nc2c1)CCCS4	85
Cc1cc(C)n2nc(C(=O)OCC(=O)Nc3ccc4c(c3)OCO4)nc2n1	102
O=C(Nc1nccs1)C1CCCN1S(=O)(=O)c1ccc(F)cc1 (centres undefined)	91
O=C(CSc1nnnn1Cc1ccccc1)N1CCN(c2ccccc2)CC1	91
CCOC(=O)CNC(=O)Cn1cnc2sc(C)c(S(=O)(=O)N3CCC(C)CC3)c2c1=O	86
CCCCc1c(O)c2ccccc2[nH]c1=O	83
CCCOc1ccc2oc(=O)c3c(c2c1)CCCN3C(=O)CN(C)Cc1ccccc1	110
Cc1nnc(SCC(=O)NC(C)c2ccccc2)[nH]c1=O (centres undefined)	97
SMILES	SKBR3 24h inh
COc1ccc(CCNC(=O)Cc2nn(C)c(=O)c3ccccc23)cc1OC	87
COc1ccccc1N(CC(=O)NCc1ccccn1)S(C)(=O)=O	104
COc1ccc(-c2[nH]ncc2-c2ccc3c(c2)OCCO3)c(O)c1	97
COC(=O)[C@H](CCSC)NC(=O)Nc1ccc(C(C)C)cc1	88
CC(=Nc1ccc(O)cc1)c1sc2ccccc2c1O	102
O=C(O)C1CC(c2ccccc2F)=NO1 (centres undefined)	91
COc1ccccc1-c1nnc2n1N=C(C(C)(C)C)CS2	87
CN1C(=O)CC(N2CCC(c3nc4ccccc4s3)CC2)C1=O (centres undefined)	96
COC(=O)c1ccc(Cl)c(NC(=O)CN2CCOCC2)c1	107
Cn1c(SCC(=O)NCc2ccc3c(c2)OCO3)nnc1-c1cccs1	107
CCOC(=O)c1[nH]c2cc3c(cc2c1NC(=O)CN1CCCCC1C)OCO3 (centres undefined)	93
CCOc1ccc(NC(=O)CSc2nc3cccnc3n2CCOC)cc1	98
CCOC(=O)c1c(NC(=O)OC)sc(C(=O)N(C)C)c1C	127
COC(=O)c1[nH]c2ccc(C)cc2c1NC(=O)Nc1ccccc1OC	88
O=C(O)C1CC(=O)n2c(nc3ccccc32)S1 (centres undefined)	80
Cc1ccccc1CS(=O)(=O)CCC(=O)NCCCN1CCN(c2ccccc2F)CC1	78
O=C(CCCn1c(=O)c2ccccc2n(CC(=O)NCc2ccco2)c1=O)NCc1ccco1	102
Cn1c(N2CCN(C(=O)Nc3ccc(C(F)(F)F)cc3)CC2)nc2ccccc21	77
CC(=O)N1CCN(S(=O)(=O)c2ccc(C)cc2)C1c1ccc(N(C)C)cc1 (centres undefined)	86
Cn1c(Cn2nnc3ccccc32)nnc1SCC(=O)N1c2ccccc2CCc2ccccc21	90
O=C(CSc1nc2ccccc2[nH]1)c1cccs1	74
COc1ccccc1NC(=O)N(Cc1ccc2c(c1)OCO2)Cc1nc2ccccc2c(=O)[nH]1	79
CC(C)c1ccc(N2CC(C(=O)Nc3nccs3)CC2=O)cc1 (centres undefined)	95
O=C(NCC1CCCO1)C(C(=O)c1ccccc1)n1cc(Cl)ccc1=O (centres undefined)	88
CCn1c(SCC(=O)Nc2ccc(C(=O)OC)cc2)nnc1-c1cccs1	79
SMILES	SKBR3 24h inh
CCOc1cc(C)c(C(C)C)cc1S(=O)(=O)NCc1ccccn1	77
CCOC(=O)Nc1ccc(OC)cc1S(=O)(=O)N1CCCCC1	77
Cc1ccccc1-n1ncc2c(SCC(=O)NCc3cccs3)ncnc21	94
Fc1ccccc1N1CCN(C(c2ccncc2)c2nnnn2C2CCCC2)CC1 (centres undefined)	97
Cc1ccnc(SCC(=O)N2CCC(C(N)=O)CC2)n1	84
Cc1ccc(S(=O)(=O)N2CCN(Cc3cc(C(C)C)ccc3O)CC2)cc1	99
O=C(COc1ccc(S(=O)(=O)NC2CCCCC2)cc1Cl)NCc1cccnc1	117
Cc1nc(N2CCN(c3ccccc3)CC2)[nH]c(=O)c1Cc1cccc2ccccc12	79
CCN(CC)C(=O)CSc1nnc(-c2cccs2)n1Cc1ccco1	89
COC(=O)CC(=O)CSc1nc2c(cc1C#N)CCCCC2	81
O=S(=O)(Cc1ccccc1)N1CCc2ccccc2C1	77

Grouped by structure, those above containing an NH in an aromatic ring
SMILES	SKBR3 24h inh
CC(=O)NC(Cc1c[nH]c2ccccc12)C(=O)NCc1ccc2c(c1)OCO2 (centres undefined)	92
O=c1ccnc(S/C=C/c2ccccc2)[nH]1	93
O=C(CSc1nc2[nH]ncc2c(=O)n1-c1ccccc1)c1ccc2c(c1)OCCO2	92
CCCOC(=O)c1ccc(Oc2c(-c3ccc(O)cc3O)n[nH]c2C)cc1	92
COCCn1c(=O)[nH]c2cc(C(=O)NC(C)C)ccc2c1=O	98
S=c1[nH]nc(Cc2ccccc2)n1-c1ccccc1	85
O=C(Nc1ccc(N2CCOCC2)c(Cl)c1)c1ncn[nH]1	91
CCCCc1c(O)c2ccccc2[nH]c1=O	83
Cc1nnc(SCC(=O)NC(C)c2ccccc2)[nH]c1=O (centres undefined)	97
COc1ccc(-c2[nH]ncc2-c2ccc3c(c2)OCCO3)c(O)c1	97
CCOC(=O)c1[nH]c2cc3c(cc2c1NC(=O)CN1CCCCC1C)OCO3 (centres undefined)	93
COC(=O)c1[nH]c2ccc(C)cc2c1NC(=O)Nc1ccccc1OC	88
O=C(CSc1nc2ccccc2[nH]1)c1cccs1	74
COc1ccccc1NC(=O)N(Cc1ccc2c(c1)OCO2)Cc1nc2ccccc2c(=O)[nH]1	79
Cc1nc(N2CCN(c3ccccc3)CC2)[nH]c(=O)c1Cc1cccc2ccccc12	79
